thrombin 1536 = inhibitors of human thrombin; P00734; alpha-thrombin, Boc-VPR-AMC fluorogenic substrate cleavage; inhibition, % at 5 µM; 0.26% of 220,000 active;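 active = inhibition at or above 40%; inactive = inhibition below 40%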;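 also: 0% = enzyme with no compound and 100% = wells without enzyme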
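Material: Human alpha-thrombin protein | Buffer or medium: pH 7.5 Tris-saline with Tween 20 | Reagent: Boc-VPR-AMC substrate, 15 µM final | Schedule: Reaction at ambient temperature | Detection: AMC fluorescence at 355 nm excitation and 460 nm emission | Evaluation: Percent inhibition scaled between no-compound controls and no-enzyme blanks | Controls: no-compound enzyme wells and no-enzyme blanks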
FXIa inh = inhibitors of human coagulation factor XIa; P03951; purified FXIa, Boc-Glu-Ala-Arg-AMC fluorogenic substrate; inhibition, % at 5 µM; 0.14% of 220,000 active; AID 798;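 active = inhibition of at least 40%; inactive = inhibition below 40%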;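 also: fluorescence of freed AMC excited at 355 nm; 0% = enzyme without compound and 100% = no enzyme blank; many of its hits are not listed in these tables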
KLK5 inh = inhibitors of human kallikrein 5; Q9Y337; recombinant hK5, fluorogenic AMC substrate cleavage; inhibition, % at 5 µM; 0.59% of 210,000 active;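 active = inhibition of 40% or more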;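 also: 0% = enzyme controls without compound and 100% = no-enzyme blanks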
Target sequence (Q9Y337 67-293 limits assumed): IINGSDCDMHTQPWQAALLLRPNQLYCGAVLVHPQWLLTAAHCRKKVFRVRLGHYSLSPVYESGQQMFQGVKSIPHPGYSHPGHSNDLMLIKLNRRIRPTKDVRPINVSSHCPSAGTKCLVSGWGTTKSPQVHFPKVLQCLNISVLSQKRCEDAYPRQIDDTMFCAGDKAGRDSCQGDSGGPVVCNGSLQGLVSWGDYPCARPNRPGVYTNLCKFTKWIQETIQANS
Hck-Nef inh = human Hck-Nef kinase inhibition; P08631; Recombinant Hck-YEEI plus Nef, Z-Lyte FRET kinase assay; inhibition, % at 20 µM; 0.68% of 220,000 active; AID 463187;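 active = Hck-Nef kinase inhibition above about 50%, limit read from the data; inactive = inhibition below that limit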;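 also: 0% = DMSO with Hck plus Nef and 100% = Hck alone without Nef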
Wee1 stabilizer = blocks degradation of human Wee1 kinase; P30291; HeLa Luc-Wee1K328M stability, luciferase luminescence; 100% = proteasome inhibitor MG132 effect; reporter increase, % at 5 µM; 1.2% of 220,000 active; AID 1321;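 active = activation above the mean of all tested compounds plus 3 SD, set per screening run, cut at about 8.8% in these data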;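 also: cells exposed to compound for 20 h before luminescence read; 0% = DMSO alone and 100% = MG132 at 30 µM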
Runt-CBFb FRET = inhibitors of human RUNX1 Runt domain binding to CBFb; AID 1496; Cerulean-Runt/Venus-CBFb FRET ratio 530/480, 1 h; 0.46% of 220,000 active; inhibition, % at 20 µM; Q01196+Q13951;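 active = inhibition over about 50% at 20 µM in the single-dose screen, limit read from the data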;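 also: 0% = DMSO wells and 100% = excess unlabeled CBFb competitor control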
Target sequence (Q01196 whole entry, looked up, the tested form may be a part): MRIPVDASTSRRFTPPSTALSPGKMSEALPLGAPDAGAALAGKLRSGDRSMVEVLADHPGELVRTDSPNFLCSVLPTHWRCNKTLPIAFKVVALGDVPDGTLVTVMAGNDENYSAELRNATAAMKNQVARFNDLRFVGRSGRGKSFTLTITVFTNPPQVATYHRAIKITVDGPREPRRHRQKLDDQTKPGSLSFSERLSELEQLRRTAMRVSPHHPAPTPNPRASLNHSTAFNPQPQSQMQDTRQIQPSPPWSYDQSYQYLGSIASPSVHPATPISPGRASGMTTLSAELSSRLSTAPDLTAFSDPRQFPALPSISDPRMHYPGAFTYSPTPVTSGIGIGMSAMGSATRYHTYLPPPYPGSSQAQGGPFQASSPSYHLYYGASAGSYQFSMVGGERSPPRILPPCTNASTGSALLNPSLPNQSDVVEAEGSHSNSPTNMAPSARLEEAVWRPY
Target sequence (Q13951 whole entry, looked up, the tested form may be a part): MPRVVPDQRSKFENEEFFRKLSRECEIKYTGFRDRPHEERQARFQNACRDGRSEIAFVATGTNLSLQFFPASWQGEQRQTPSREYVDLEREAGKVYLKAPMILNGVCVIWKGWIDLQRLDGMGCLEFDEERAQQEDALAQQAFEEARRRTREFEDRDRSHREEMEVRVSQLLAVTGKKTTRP
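Measured by: fluorescence energy transfer, 422 nm excitation, 530/480 nm emission; Assay system: Cerulean-Runt domain; Medium: Tris pH 7.5 buffer with BSA; Measure: loss of energy transfer signal; Controls: 5 µM unlabeled CBFb as full-inhibition high control; Incubation: protein complex preformed 1 h, compound exposure 1 h, room temperature, dark.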
14-3-3 Bad PPI = disrupts binding of bovine 14-3-3 zeta to phospho-Bad peptide; P63103; TR-FRET 14-3-3zeta/Dy647-pBad peptide displacement, 1 h; inhibition, % at 21.7 µM; 0.71% of 220,000 active;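 active = inhibition above about 70%, limit read from the data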;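 also: 0% = full 14-3-3 plus peptide FRET controls and 100% = background without 14-3-3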
Runt-SMMHC FRET = Runt domain-CBFb-SMMHC interaction inhibition; AID 1434; 0.74% of 220,000 active; inhibition, % at 20 µM; Q01196+Q13951; Cerulean-Runt/Venus-CBFb-SMMHC FRET ratio 530/480, 1 h;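 active = mean inhibition across duplicate retests at 20 µM reaching about 50%, limit read from the data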;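 also: 0% = DMSO wells and 100% = wells with excess untagged CBFb-SMMHC; inhibitors lower the FRET ratio by blocking Runt binding to CBFb-SMMHC; some results filed as inactive read as strong as hits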
FXIIa inh 1536 = blocks human coagulation factor XIIa protease activity | P00748 | purified FXIIa, Boc-QGR-AMC fluorogenic substrate, 2 h | inhibition, % at 5 µM | 0.3% of 220,000 active; in the data active = inhibition above about 40%;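 also: 0% = enzyme with no compound and 100% = blank without enzyme; many of its hits are not listed in these tables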
* marks the source's active call; other numbers are inactive results; . = no result given; [ ] = remark or other dose. Compounds as they come; 4.2% or so of the library scored in one or more.

FXIa inh,Runt-SMMHC FRET,Hck-Nef inh,FXIIa inh 1536,14-3-3 Bad PPI,Wee1 stabilizer,KLK5 inh,thrombin 1536,Runt-CBFb FRET,mol
2,0,7,8,-8,0,0,-2,2,C=CCN(CC=C)C(=O)C[n+]1ccc(C(N)=O)cc1
7,1,11,20,-2,-4,7,6,-7,CCn1c(COc2cc(C)cc(C)c2)nnc1SCC(=O)N1CCN(c2ccccc2)CC1
2,-6,1,14,5,0,3,1,-2,COc1ccc(C(=O)NCCSCc2ccccc2C)cc1
-1,1,22,5,-4,0,1,-11,-3,O=C(C1CC12CCCC2)N1CCC(CO)(Cc2ccccc2Cl)CC1 (centres undefined)
0,1,-2,2,-3,0,-3,-10,-1,CCC(C(=O)NC(C)(C)C)N(C(=O)Cn1nnc(-c2ccccc2F)n1)c1cnc2ccccc2c1 (centres undefined)
3,7,0,17,36[fluorescence artefact?],-2,5,0,.,CC(C)CC(=O)NC(NC(=S)Nc1sc2c(c1C#N)CCCC2)C(Cl)(Cl)Cl (centres undefined)
-5,0,0,0,.,2,-3,-5,1,Cc1onc(-c2c(Cl)cccc2Cl)c1C(=O)Nc1ccc2c(c1)OCCO2
-8,-7,0,0,-3,0,-3,-11,0,CCCCCC(C)n1[nH]c(=O)c2c(C)cc(C)nc21 (centres undefined)
0,0,42,8,-2,.,8,8,3,O=C(Nc1ccc(O)c2c(=O)cc(-c3ccccc3Cl)oc12)c1ccc(Cl)cc1Cl
-7,3,0,11,-9,-4,-2,-2,0,Cc1occc1C(=O)NNC(=O)c1ccc(F)cc1
-10,60*,196*,-30,4,0,-42,-30,19,COCCCn1c(=N)c(C(=O)NCC2CCCO2)cc2c(=O)n3cccc(C)c3nc21 (centres undefined)
4,-6,17,8,-7,.,1,4,2,NCCCC[C@H]1CNC(=O)C(=O)N1CCc1cccc(F)c1
2,0,1,11,-1,-2,-3,2,-1,Cc1nn(C(=O)C2CC2)c(C)c1Sc1ccc(Cl)cc1
-8,-2,0,2,-1,-3,-15,-11,0,COc1ccccc1C(=O)NNC(=O)c1ccccc1[N+](=O)[O-]
-3,-6,1,-1,-1,-2,3,-2,4,COc1cc(-c2nnc(SCC(=O)c3cc(C)n(CC4CCCO4)c3C)o2)cc(OC)c1OC (centres undefined)
1,-1,17,4,-3,-2,3,-1,-2,Nc1c(-c2ccc(Cl)cc2)cnn1-c1cc(C(F)(F)F)cc(C(F)(F)F)c1
3,-1,1,10,-3,2,-10,1,-2,COc1cc([N+](=O)[O-])ccc1NC(=O)C[n+]1ccccc1C
-9,-39,-19,10,7,-2,-20,-1,-9,COc1ccc2c(c1OC)C(=O)c1ccccc1C2=O
-2,6,28,5,-8,2,-2,-3,9,COCCN(C(=S)Nc1c(C)cc(C)cc1C)C(C)c1cccs1 (centres undefined)
4,-4,2,10,-18,0,-10,4,-1,CCOC(=O)COc1ccc2nsnc2c1
0,2,-4,.,-9,-2,-3,0,1,COc1cc(OC)cc(C(=O)OCCNC(=O)Cn2cnc3c2c(=O)n(C)c(=O)n3C)c1
-5,0,0,9,-22[fluorescence artefact?],-1,-19,-7,2,O=C(CN1C(=O)c2ccccc2S1(=O)=O)N1CCN(c2ccc(F)cc2)CC1
3,-1,1,-5,1[fluorescence artefact?],2,-16,-5,-2,CC(=O)Nc1cc(C(=O)NCc2ccco2)ccc1Sc1ccc(C)cc1
0,0,-6,6,0,1,.,-1,0,COc1ccc(OC(C)C(=O)Nc2cccc(F)c2)cc1 (centres undefined)
1,2,1,7,-12[fluorescence artefact?],-2,-2,-1,2,COCCCNC(=S)Nc1ccccc1C
7,2,0,14,5,3,1,1,0,COc1ccc(NC(=O)C2CC(=O)OC23CCCCC3)cc1 (centres undefined)
10,0,2,9,-7,0,-19,-2,4,COC(=O)c1sccc1NC(=S)Nc1cc(C)cc(C)c1
-6,3,-11,-6,-3,2,-27,-1,1,Cc1ccc(OCC(=O)Nc2cc(C)on2)c([N+](=O)[O-])n1
1,2,0,16,-2,0,0,-2,-1,O=C(O/N=C(\c1ccccc1)c1ccncc1)c1ccccc1F
9,2,3,2,42,12*,-16,2,-1,CCn1cc(C(=O)OCC(=O)c2ccccc2)c(=O)c2ccc(C)nc21
-7,-5,66*,-19,-12,1,-19,-3,-2,COC(=O)c1sc(NC(=O)/C=C/c2ccccc2Cl)nc1C
-4,-6,0,8,17,0,-9,2,0,Cc1ccc(-c2csc(NC(=O)CSc3nc4ccccc4o3)n2)cc1
-7,2,0,0,-4[fluorescence artefact?],2,-4,-1,-2,CN(C)C(=O)CSc1nc2ccccc2n1CC(=O)N1CCN(c2ccccc2)CC1
0,-2,3,9,-6,1,2,-7,2,COc1ccc(CCNC(=O)CSc2nc3ccccc3o2)cc1
-4,-2,-6,4,-8,2,-10,-5,6,N#C/C(=C(/O)CN1CCOCC1)c1nc(-c2ccccc2)cs1
-3,-1,1,-3,45,-1,2,-4,2,COc1cc(CNCc2cccs2)ccc1OCC(=O)NC(C)(C)C
-12,63*,66*,-22,0,-2,-9,-19,18,Cc1cccn2c(=O)c3cc(C(=O)NC4CCCC4)c(=N)n(C4CCCC4)c3nc12
11,1,1,14,3,5,-4,-2,-2,CCOc1ccc(NC(=O)Nc2cc(C)ccc2OC)cc1
10,-1,26,5,-7,2,3,-1,-2,Cn1cnnc1Sc1ccc(/C=C(\CC(=O)O)c2nc3ccccc3s2)cc1[N+](=O)[O-]
6,2,-1,3,-5[fluorescence artefact?],1,2,-4,2,CC(C)(C)SCCNC(=O)COc1ccccc1
-1,1,7,5,5[fluorescence artefact?],-3,-9,-4,1,Cc1c(Br)cc(C(=O)N2CCN(CCO)CC2)c(C)c1C
-2,0,1,5,-19,-1,-2,-7,0,O=C(NCc1cccnc1)c1ccc(S(=O)(=O)N2CCCCCC2)cc1
-5,-4,-4,0,0,-1,-3,-8,-2,O=C1NC(=O)/C(=C/c2ccccc2OCc2ccccc2)S1
-1,-6,1,4,-8,-2,-24,0,-2,COc1ccc(N(CC(=O)N/N=C/c2cccc3c2OCCO3)S(=O)(=O)c2ccc(NC(C)=O)cc2)cc1
0,-1,1,4,-7,0,3,1,2,Cc1cc(C(=O)CSc2ccc(F)cc2)cc(C)c1OC(=S)N(C)C
6,-2,1,20,-2,-2,-22,4,0,N#CCSc1nc2ccccc2c(=O)n1CCC(=O)NC1CCCCC1
0,2,6,3,1,-2,7,3,-1,CCOC(=O)C1=C(CNCCOc2ccc(OC)cc2)NC(=O)NC1c1ccc2c(c1)OCO2 (centres undefined)
7,0,-8,23,2,9.6*,12,8,0,S=C1NCN(CCc2ccccc2)CN1Cc1ccccc1
2,-6,25,8,-5,.,4,-2,-16,CCCCC1=CC2=C(c3ccco3)C(=O)C(C)(OC(=O)c3ccc(OC)cc3)C(=O)C2=CN1C(CO)CO (centres undefined)
43*,0,15,4,2,0,0,2,1,CCc1nnc(NC(=O)c2ccc(NC(=O)C(C)C)cc2)s1
3,6,-4,14,0,0,2,0,-1,C=C(C)C(C)(C#CCN1CCCC1)OC(C)=O (centres undefined)
0,1,27,8,4,.,-2,0,1,CC(O)Cc1cn(CC(=O)N2CCNCC2)nn1 (centres undefined)
0,3,0,11,2[fluorescence artefact?],8,-6,-13,0,CS/C(=N\S(=O)(=O)c1cccs1)Nc1ccc(Cl)cc1
4,0,3,10,0,1,-7,-2,-1,CCOC(=O)CSc1c(-c2ccccc2)c2cc(Cl)ccc2[nH]c1=O
1,2,5,5,1,-1,-9,1,-2,O=C(COc1ccc(Cl)cc1)NCc1nnc(SCC(=O)NCCc2ccccc2)o1
6,1,-3,15,13,1,4,2,-6,CCCC1=Nc2cc(C(=O)NCCCOCC)ccc2Sc2ccccc21

One compound at a time (already shown). Order of values: FXIa inh	Runt-SMMHC FRET	Hck-Nef inh	FXIIa inh 1536	14-3-3 Bad PPI	Wee1 stabilizer	KLK5 inh	thrombin 1536	Runt-CBFb FRET
`CC(O)Cc1cn(CC(=O)N2CCNCC2)nn1` (centres undefined) is listed as 0	1	27	8	4	.	-2	0	1
`CS/C(=N\S(=O)(=O)c1cccs1)Nc1ccc(Cl)cc1` is listed as 0	3	0	11	2[fluorescence artefact?]	8	-6	-13	0

Further entries
FXIa inh,Runt-SMMHC FRET,Hck-Nef inh,FXIIa inh 1536,14-3-3 Bad PPI,Wee1 stabilizer,KLK5 inh,thrombin 1536,Runt-CBFb FRET,mol
-1,-9,2,6,-1,1,-12,-4,-5,CC(C)OC(=O)c1cc(NC(=O)c2nn(C)cc2Br)cc(C(=O)OC(C)C)c1
-3,0,3,2,11,-2,-4,-7,1,Cc1ccc(S(=O)(=O)NCCOc2nc(N(C)C)nc(N(C)C)n2)cc1
9,5,-10,13,-19[fluorescence artefact?],0,-8,2,4,COc1ccc(NC(=O)C2CCCCN2N)cc1OC (centres undefined)
7,0,27,15,4[fluorescence artefact?],-1,43*,4,-1,CCOC(=O)CN1CC23C=CC(O2)C(C(=O)Nc2ccc(OCC)cc2)C3C1=O (centres undefined)
-4,1,2,1,-7,-1,-6,-7,1,CC(/C=C/c1ccccc1)=N\NC(=O)c1cc(C)nc2ccccc12
0,7,27,7,-10,3,-4,1,13,S=c1[nH]nc(Cc2ccc(Br)cc2)n1/N=C/c1ccc(Cl)cc1
-3,1,-7,7,5[fluorescence artefact?],-3,-2,-2,-5,Cc1ccc(S(=O)(=O)N2CCC(=O)N(C(COCc3ccc(Cl)cc3Cl)Cc3ccccc3)CC2)cc1 (centres undefined)
1,-2,-15,6,5,1,.,-4,-2,O=C(Cn1nnc2ccccc21)OCc1ccccc1
6,-4,-1,1,7[fluorescence artefact?],0,4,1,1,CCN(C1CCS(=O)(=O)C1)S(=O)(=O)c1cccs1 (centres undefined)
4,6,2,6,-17,-2,-16,-7,1,CN(C)S(=O)(=O)c1cccc(NC(=O)c2cc(-c3cccs3)nn2-c2cccc(Cl)c2)c1
15,0,1,6,-6,0,5,4,2,CCn1c(/C=N/c2nc3ccccc3n2C)nc2ccccc21
-5,-3,1,3,-4,-1,-6,-1,1,COCCN1CCn2c(nc3cc(NC(=O)NC4CCCCC4)ccc32)C1
5,2,-13,12,8,1,4,4,-2,Cc1ccc(C(C(=O)NC2CCCCC2)N(Cc2cccnc2)C(=O)C2COc3ccccc3O2)o1 (centres undefined)
-5,-2,1,5,-1,-3,-7,-1,1,COC(=O)C1=C(N)Oc2cc(C)[nH]c(=O)c2C1c1cc(OC)c(OC)c(OC)c1 (centres undefined)
-6,2,3,6,0,-3,12,-3,2,O=C(NCc1ccccn1)C1CCC(=O)N1C1CCCCC1 (centres undefined)
-7,-13,-1,-1,-4,2,-21,-1,-14,CCOC(=O)c1cc2c(C)n(-c3ccc(N(C)C)cc3)c(C)c2cc(C(=O)OCC)c1=O
2,-3,7,9,-9[fluorescence artefact?],-1,-7,-3,0,CCN1CCN(C(=O)CCc2ccc(S(=O)(=O)NCCc3ccccc3)cc2)CC1

Assay outcomes from PubChem.
